ATXN2 expr inh: reduces ATXN2 reporter expression in HEK-293 cells | HEK-293 ATXN2-luciferase reporter, luminescence, 24 h | Potency, µM (top dose mostly 57 µM), inactives show at the highest dose activity change, negative = inhibition, actives largely listed as inhibitors | hit rate 0.72% among 360,000 | AID 1745845; further: potency means the concentration at half of the fitted maximal effect; on the % scale 0 is the no-effect control and ±100 the full control effect; nearly all actives have a fitted effect of over 55% in size
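ATXN2-luciferase reporter cells (luciferase flanked by upstream and downstream ATXN2 gene portions) were treated 24 h at 37 °C with compounds at up to 57 uM. SteadyGlo luminescence gave expression; GF-AFC fluorescence gave viability.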
SW480 rereplic: inducers of DNA re-replication in SW480 colon cancer cells. SW480 DNA re-replication, Hoechst DNA content imaging, 48 h. hit rate 1.8% among 340,000. Potency, µM (series often up to 46.1 µM), for inactives: at the top dose re-replication activation, most hits filed as activators; further: potency means the concentration at half of the fitted maximal effect; % of control where 0% means no effect; nearly all actives have a fitted effect of over 55% in size
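Per well, 250 cells were exposed to pinned compound for 48 hr. Nuclear DNA was visualised with Hoechst (40 min, 37 C) and total object intensity recorded by fluorescence scanning.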
HepG2 viability: kills HepG2 cells in TGF-b inhibitor counter-screen; hit rate 0.76% among 410,000; AID 588856; Potency, µM (highest dose often 46.1 µM), for inactives: at the top dose activity change, negative = cytotoxicity, most hits filed as cytotoxic; HepG2 CAGA-GFP viability, ATP luminescence, 18 h; further: potency means the concentration at half of the fitted maximal effect; some results filed as inactive show a strong effect at the top dose
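CellTiter-Glo luminescence gave cytotoxicity after 18 hours at 37 degrees C. The cells were HepG2 CAGA-GFP in 1% FBS DMEM, stimulated with 500 pg/mL TGF-beta after compound addition. %Activity was normalised to no-cell wells (complete cell-killing) and DMSO (no toxicity), and curves were fitted and classified.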
HT1080 IDH1KD tx: kills HT-1080 cells with IDH1 knockdown. HT-1080 IDH1 knockdown viability, ATP luminescence, 48 h. hit rate 2% among 360,000. Potency, µM (top dose mostly 46.1 µM), inactives show at the highest dose activity, negative = toxicity, hits mostly cytotoxic;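 further: potency means the concentration at half of the fitted maximal effect; 0% = DMSO wells and -100% = cell-free medium wells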
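Using the IDH1-knockdown HT-1080 line run in the same batch and compound series as the NT line, viability after 48 h at 37 °C was determined by CellTiter-Glo luminescence and expressed as % activity.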
IL1B secr inh: blocks inflammasome-driven IL-1 beta release; THP-1 LPS/ATP IL-1B secretion, AlphaLISA, 16 h; stronger effect = lower value; activity change, % at 57.5 µM; hit rate 4.7% among 360,000; in the data active means activity change below about -50%; inconclusive means mostly about -30% to -49%; further: on the % scale 0 is the no-effect control and ±100 the full control effect
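Secreted IL-1B measured by AlphaLISA bead assay after 16 h compound exposure of THP-1 cells; compounds (final up to 57.5 uM) added 1 h before LPS (250 ng/mL) and ATP (1.25 mM) stimulation; lower signal means less secretion.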
ATXN viability: reduces viability in counter-screen for ATXN expression inhibitors | S2 cells (HEK-293 line with an ATXN2-luciferase reporter) viability, CellTiter-Fluor protease fluorescence, 24 h | Potency, µM (highest dose often 56.7 µM), usual class: cytotoxic | hit rate 0.49% among 400,000 | AID 651635; further: potency means the concentration at half of the fitted maximal effect; nearly all actives have a fitted effect of over 40% in size
HT1080-NT tox: kills 2HG-producing HT-1080-NT fibrosarcoma cells; Potency, µM (titrated, usually from 46.1 µM), for inactives: at the highest dose activity, negative = less viability, hits mostly cytotoxic; HT-1080-NT fibrosarcoma viability, CellTiter-Glo ATP luminescence, 48 h; hit rate 1.6% among 360,000;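 further: NT is the 2HG producing partner of a matched IDH1 knockdown line; potency means the concentration at half of the fitted maximal effect; 0% = DMSO-treated cells and -100% = media-only wells without cells; nearly all actives have a fitted effect of over 55% in size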
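Read-out is CellTiter-Glo luminescence after 10 minutes at room temperature, following 48 hours' compound treatment of HT-1080-NT cells (750 cells/well, RPMI, 5% FBS, 37 degrees C).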
MCF10A rerep: induces DNA re-replication in MCF 10a normal breast cells; MCF 10A DNA re-replication, Hoechst nuclear intensity, 48 h; Potency, µM (series often up to 46.1 µM), for inactives: top-dose activity, positive = re-replication, actives largely listed as activators; hit rate 2.9% among 350,000; AID 624296; further: potency means the concentration at half of the fitted maximal effect; % of control where 0% means no effect; nearly all actives have a fitted effect of over 50% in size
KB-3-1 tox: KB-3-1 parental cell cytotoxicity; KB-3-1 viability, CellTiter-Glo ATP luminescence, 72 h; Potency, µM (top dose mostly 46.1 µM), for inactives: at the highest dose activity change, negative = cytotoxic, usual class: cytotoxic; hit rate 1.4% among 400,000; AID 1347075; further: potency means the concentration at half of the fitted maximal effect; on the % scale 0 is the no-effect control and ±100 the full control effect; nearly all actives have a fitted effect of over 60% in size
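Here the drug-naive KB-3-1 line serves as comparator for MDR sub-line selectivity; cells received compound titrations, 72 h at 37 °C, then CellTiter-Glo readout.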
The depositor's hits bear a star; i = inactive; u = inconclusive; x = no result given; & = joins results of further samples; [ ] = remark or other dose. Unless noted, the call rests on the fitted dose curve; in most records, active means well fitted curve in the direction sought with a large enough effect; inconclusive means small, poorly fitted or top-dose-only effect, or another doubt; inactive means no such curve, though single readings can be large; an effect the other way counts as inactive or inconclusive.

SMILES | ATXN2 expr inh | SW480 rereplic | HepG2 viability | HT1080 IDH1KD tx | IL1B secr inh | ATXN viability | HT1080-NT tox | MCF10A rerep | KB-3-1 tox
Cc1onc(-c2ccccc2)c1C(=O)NN1CCOCC1 | -8.1% | -7.6% | -22.0% | 1.1% | 0.0 | i | -0.8% | -9.1% | -2.1%
O=C(O)c1cc(S(=O)(=O)NCC2COc3ccccc3O2)ccc1Cl (configuration not stated) | 0.7% | 2.9% | -6.2% | 10.5% | 42.5 | i | 2.0% | -1.9% | 1.0%
O=C(Nc1cccn2nc(COCCO)nc12)C(c1ccccc1)c1ccccc1 | 2.5% | x | -15.6% | 29.1% | 13.6 | i | 1.8% | x | -0.1%
Cc1ccc(S(=O)(=O)N2C[C@H]3[C@H]4C(=O)N(C5CCCCC5)C(=O)[C@H]4CC(=O)[C@H]3[C@@H]2c2ccccc2F)cc1 | -0.3% | x | 10.5% | -0.5% | -19.6 | i | -8.0% | x | -0.1%
O=C(CSc1nnc(-c2ccccc2Br)o1)N1CCOCC1 | -8.8% | 6.8% | 3.8% | -7.5% | -6.5 | i | -2.7% | 13.9% | -1.8%
Cc1ccc(CSCCNC(=O)/C=C/c2ccc(Cl)cc2)cc1 | -35.1% | -5.6% | -25.8% | 1.0% | 0.0 | i | 0.0% | 17.0% | -0.4%
O=C(NCc1ccccc1)c1cccc2c1C(=O)c1ccc(/C=C/c3ccccc3)cc1S2(=O)=O | 0.0% | 23.1µM* | -36.2% | -20.8% | 13.4 | x | u | 18.4µM* | -3.1%
Cc1noc(C)c1-c1ccc(C(=O)NCC2CC2)c2occc12 | 48.1%[activator] | x | -8.5% | -0.5% | 15.8 | i | -0.4% | x | -2.6%
COC(=O)c1ccc2c(c1)N(Cc1cc(C)ccc1C)C(=O)c1ccccc1S2 | 11.8% | x | 0.2% | x | x | i | x | x | u
CC(C)N(C(=O)[C@H]1CC(CC(=O)NCC23CC4CC(CC(C4)C2)C3)C(=O)N2CCc3c([nH]c4ccccc34)[C@]12C)C(C)C (some centres not stated) | u | u | -5.2% | 2.0% | -54.7* | u | -3.7% | -4.5% | 0.0%
CC[n+]1ccccc1/C=C/c1ccc(N(C)C)cc1 | u | -4.0% | -32.5% | 18.4µM* | -57.2* | u | u | u | 1.3µM*
c1ccc(CSc2ncnc3c2cnn3-c2ccccc2)cc1 | 5.4% | x | 12.8% | 23.8% | -4.4 | i | 20.4% | 5.0% | 18.6%
CC(C)C(=O)Nc1ccc(S(=O)(=O)Nc2ccccn2)cc1 | -8.1% | 14.1% | -13.1% | 14.6% | 28.5 | i | 11.0% | -1.8% | 12.8%
CN1CCn2cnc(C(=O)N[C@@H](Cc3ccccc3)C(=O)OC(C)(C)C)c2C1=O | 0.0% | x | -17.2% | 2.7% | 11.1 | i | 10.9% | x | 5.1%
O=C(Nc1cccc(Cl)c1)N(Cc1nc2ccccc2c(=O)[nH]1)C1CCCC1 | 28.4% | 14.9% | -26.5% | u | 0.0 | i | u | u | -5.7%
COc1cc(C(=O)OCC(=O)N(CC(C)C)C2CCS(=O)(=O)C2)ccc1OCC(C)C (configuration not stated) | 1.6% | -14.9% | -6.6% | 2.5% | -19.9 | i | -1.6% | 2.3% | -0.8%
COc1ccc(C2C(C(=O)N3CCN(c4ccccc4F)CC3)c3ccccc3C(=O)N2C)cc1 (configuration not stated) | 24.6% | -2.6% | 3.3% | -1.0% | 32.6 | i | 6.6% | 0.3% | u
Cc1c(-c2ccc(F)cc2)[n+](=O)c(-c2ccc(F)cc2)c(C)n1[O-] | -0.3% | -1.7% | -2.1% | 1.5% | 9.2 | i | 0.5% | 1.5% | 0.2%
CCC(C)(C)n1nnnc1C(c1ccc(O)c(OC)c1)N1CCc2ccccc2C1 (configuration not stated) | 15.9% | u | -3.4% | u | 16.8 | i | 2.9%[9.24 µM] | u | 0.0%
Cc1cc(C)c(S(=O)(=O)N2CCCCC2CCNC(=O)C(=O)NCCN2CCOCC2)c(C)c1 (configuration not stated) | 1.8% | -6.1% | 6.2% | 6.4% | -10.2 | i | 4.4% | 0.6% | 2.0%
CC(=O)c1sc(NC(=O)CN2C(=O)CCC2=O)nc1C | 2.8% | -7.7% | 2.4% | 10.4% | 0.0 | i | 12.9% | u | 4.1%
Cc1ccccc1NC(=O)c1cccc(S(=O)(=O)Nc2cccc(C(=O)O)c2)c1 | 0.1% | -3.0% | 0.6% | 21.7% | 13.2 | u | 2.1% | u | 16.3%
COc1ccc(OC)c(-c2cc(C(=O)N3CCOCC3)no2)c1 | 9.0% | 0.9% | 8.0% | 4.2% | -4.2 | i | 3.3% | -1.0% | 0.3%
O=[N+]([O-])c1c(NCCO)cc(N2CCCCC2)c2nonc12 | -9.0%[11.3 µM] | 1.6% | 3.6% | -10.1% | 26.7 | i | -11.1% | -2.0% | 8.5%
CC(NS(=O)(=O)c1ccc(Br)cc1)C(N)=O (configuration not stated) | 0.5% | 0.0% | -94.4% | 7.5% | -0.8 | i | 2.8% | 1.7% | u
O=C(CSCC(=O)OCC(=O)c1ccc(Br)cc1)Nc1ccc(Br)cc1 | 1.6% | -2.6% | -4.0% | 5.9% | 15.8 | i | 2.4% | -0.1% | 13.1%
Cn1cccc1C(=O)N/N=C/c1c(Cl)cccc1Cl | 59.2%[activator] | -6.7% | -22.8% | 0.3% | -20.8 | i | 0.5% | 0.1% | 3.5%
CC(=O)c1c(C)n(-c2ccccc2)c2ccc(OCC(N)=O)cc12 | -13.8% | -8.4% | 11.9% | -0.5% | 12.9 | i | 9.3% | 1.8% | 13.2%
COc1ccc(CCNC(=O)CCc2c(C)c3cc4c(C)coc4cc3oc2=O)cc1 | 6.5% | x | -24.7% | x | x | i | x | x | -5.0%
COc1ccc(Oc2nc3c(c(=O)n(C)c(=O)n3C)n2Cc2ccccc2Cl)cc1 | 3.4% | x | 4.2% | x | x | i | x | x | -15.1%

Copied from the listing for reference:
SMILES | ATXN2 expr inh | SW480 rereplic | HepG2 viability | HT1080 IDH1KD tx | IL1B secr inh | ATXN viability | HT1080-NT tox | MCF10A rerep | KB-3-1 tox
O=C(CSCC(=O)OCC(=O)c1ccc(Br)cc1)Nc1ccc(Br)cc1 | 1.6% | -2.6% | -4.0% | 5.9% | 15.8 | i | 2.4% | -0.1% | 13.1%
Cn1cccc1C(=O)N/N=C/c1c(Cl)cccc1Cl | 59.2%[activator] | -6.7% | -22.8% | 0.3% | -20.8 | i | 0.5% | 0.1% | 3.5%
CC(=O)c1c(C)n(-c2ccccc2)c2ccc(OCC(N)=O)cc12 | -13.8% | -8.4% | 11.9% | -0.5% | 12.9 | i | 9.3% | 1.8% | 13.2%

New compounds follow
SMILES | ATXN2 expr inh | SW480 rereplic | HepG2 viability | HT1080 IDH1KD tx | IL1B secr inh | ATXN viability | HT1080-NT tox | MCF10A rerep | KB-3-1 tox
CCCCC(=O)NC1(C(F)(F)F)C(=O)Nc2c1c(=O)[nH]c(=O)n2-c1ccc(C)c(C)c1 (configuration not stated) | 4.0% | x | 0.3% | x | x | i | x | x | 34.9%
COc1cccc(OC)c1C(=O)Nc1ccnn1C | x | 5.6% | 24.0% | 3.2% | 8.3 | i | 3.8% | -0.2% | 0.3%
O=C(NCCN1CCN(c2ccccc2)CC1)C1(S(=O)(=O)c2ccc(Cl)cc2)CC1 | -0.5% | -12.6% | 2.5% | -1.8% | -6.0 | i | -17.5% | 8.9% | -7.2%
COc1ccc(N(CC(=O)Nc2ccc(S(=O)(=O)N3CCCC3)cc2)S(C)(=O)=O)cc1OC | 4.9% | -1.4% | -30.3% | -8.7% | -13.1 | i | -4.5% | 4.2% | 10.5%
NNC(=O)c1cnn(-c2ccccc2)c1-n1cccc1 | -11.7% | -1.9% | -3.6% | u | 11.8 | i | u | u | -10.2%
COc1cc(S(=O)(=O)Nc2ccc(C)cc2)ccc1NC(=O)c1ccncc1 | -8.6% | -4.4% | -3.3% | -2.6% | 10.4 | i | -4.4% | 3.7% | -12.4%
CCOC(=O)N1CCN(C(=O)c2ccc(N3CC4CC(C3)c3cccc(=O)n3C4)c(NC(=O)c3ccc(F)cc3)c2)CC1 (configuration not stated) | 5.4% | -10.4% | 24.2% | 11.3% | u | i | -1.6% | 2.9% | 0.0%
COc1ccc(NC(=O)N(C)C[C@@H]2Oc3ncc(Br)cc3C(=O)N([C@@H](C)CO)C[C@@H]2C)cc1 | 6.3% | x | 21.8% | -1.1% | 3.5 | i | 2.8% | x | 19.2%
CCOc1cc(C2NC(=O)NC(O)(C(F)(F)F)C2C(=O)c2ccc(Cl)cc2)ccc1O (configuration not stated) | -9.7% | 2.5% | -33.2% | -6.7% | 5.3 | i | 0.5% | -1.8% | -9.3%
CCc1ccc(OC)c(-c2csc(N)n2)c1 | -6.4% | -0.5% | -9.0% | -9.2% | -5.9 | i | 4.0% | 15.4% | 4.3%
COc1ccc(/C=N/NC(=O)c2ccncc2)cc1CN1CCCc2ccccc21 | -9.6% | -2.8% | -26.5% | -7.7% | 4.2 | u | -15.0% | u | 4.0%
COc1ccc(NC(=O)CNS(=O)(=O)c2ccc3nc(C)sc3c2)c(OC)c1 | 2.1% | -5.1% | 0.1% | 14.3% | -20.0 | i | 5.5% | 0.4% | 20.2%
O=C(c1ccco1)N1CCN(c2ncnc3c2[nH]c2ccc(Br)cc23)CC1 | u | 0.6% | -42.1% | u | u | i | u | u | u
O=C(Cn1c(C2CC2)nc2ccccc2c1=O)Nc1ccc(Br)cc1 | 0.0% | -1.9% | -10.3% | -0.2% | -0.1 | i | 1.8% | u | 13.3%
COc1ccc(NC2c3ccccc3C(=O)N2Cc2ccco2)cc1OC (configuration not stated) | -22.5% | 0.9% | -29.1% | -6.6% | 10.1 | i | -16.1% | -2.1% | 1.2%
O=C(Nc1cc(-c2ccccc2)sc1C(=O)O)c1cccc(F)c1 | 0.0% | 2.6% | -32.9%&-50.4% | -12.1% | -8.1 | i | -12.3% | 2.0% | -9.8%&0.0%

Not a hit list. Share with any hit: about 8.9%.
